High-throughput results: PubChem, Broad Institute
PAX8 reporter = inhibitors of PAX8 transcriptional activity in RMG-I cells; RMG-I TPO-luciferase reporter, SteadyGlo, 24 h; inhibition, % at 12.6 µM; 360,000 tested, 1.2% active;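 active means mean replicate inhibition at least 60% with every replicate also reaching 60%; inconclusive means only one of the two criteria is met; inactive means mean below 60% and not all replicates reaching 60%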;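 further: luciferase light reporting Pax8 driven TPO promoter activity; plate controls were median of neutral control wells for no effect and mitoxantrone controls for full effect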
PGC1a acetyl inh = modulators of PGC1a acetylation. U2OS PGC1a acetylation, AlphaScreen anti-acetyl-lysine; with virally co-expressed GCN5 acetyltransferase. inhibition, % at 15.6 µM. 350,000 tested, 0.17% active;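 active means every replicate shows inhibition of at least 40%; inconclusive means mean inhibition at least 40% but some replicate below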;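 further: 0% = neutral control wells and 100% = positive control wells; some results beyond the cut were filed as inactive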
miR122 inh = miR-122 inhibition in Huh7 cells; Huh7 miR-122 Renilla luciferase sensor, 48 h; neutral wells = 0, positive control = 100; AID 602342; 340,000 tested, 0.3% active; activation (reporter increase), % at 12.5 µM;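 active means mean replicate activation score at least 90 and every replicate individually at or above 90; inconclusive means only one of the two criteria met; inactive means neither criterion met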;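 further: higher luciferase means less miR-122 activity so hits act as miR-122 inhibitors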
LGR2 antag = inhibitors of bursicon-induced Drosophila LGR2 receptor cAMP signaling; HEK293 LGR2, CRE-luciferase, bursicon-stimulated, 4 h; inhibition, % at 9.99 µM; 380,000 tested, 0.35% active; AID 720647;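 active means drop in luminescence signal, shown as inhibition above about 50% in the replicate tests, limit read from the data, passing the limit was not always enough; inconclusive means probably only some replicates passing the limit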;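 further: agonist challenge used bursicon conditioned medium at about half maximal strength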
CASP6 VEID inh = caspase-6 (human) enzyme inhibition | inhibition, % at 12.5 µM | purified caspase-6, Z-VEID-R110 cleavage fluorescence | AID 686996 | P55212 | 350,000 tested, 0.53% active;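 active means mean inhibition across replicates at least about 35%, with every replicate also reaching that limit, limit read from the data; inconclusive means only one of the two criteria met; inactive means neither criterion met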;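 further: 0% = median of neutral control wells and 100% = no fluorescence left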
Target sequence (P55212 24-179 limits assumed): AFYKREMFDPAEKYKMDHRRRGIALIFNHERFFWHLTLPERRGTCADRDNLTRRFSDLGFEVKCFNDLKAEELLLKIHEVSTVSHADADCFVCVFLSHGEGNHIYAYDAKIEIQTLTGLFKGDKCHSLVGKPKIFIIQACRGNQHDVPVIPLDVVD
Target sequence (P55212 194-293 limits assumed): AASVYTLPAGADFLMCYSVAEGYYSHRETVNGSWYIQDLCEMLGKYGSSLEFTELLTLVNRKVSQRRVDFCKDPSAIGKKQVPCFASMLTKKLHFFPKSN
FN deposition inh = fibronectin deposition inhibition | AH1F fibroblasts, Alexa488-fibronectin deposition fluorescence, overnight | inhibition, % at 12.6 µM | 350,000 tested, 0.086% active;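 active means mean inhibition across replicates of 30% or more, regardless of how many single replicates reach that level; inconclusive means mean under 30% yet at least half of replicates reach 30%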;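 further: positive control wells lacked labelled fibronectin entirely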
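Assay system: AH1F fibroblasts / Quantity: 10000 cells per well / Medium: DMEM plus 2% serum, read in PBS / Reagent: labelled fibronectin 24 nM / Dosing: single dose, pinned / Times: 1 h cell attachment, overnight exposure to compound and label / Signal: fluorescence, ex 485 nm, em 525 nm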
EWS-Fli block = blocks EWS/Fli oncoprotein-driven transcription | A673 NR0B1-luciferase reporter, viability-normalised | inhibition, % at 12.6 µM | 350,000 tested, 0.67% active;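 active means mean inhibition of at least 50% after viability correction, with every replicate also passing that limit; inconclusive means mean reaches 50% but only one of two replicates passes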;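 further: firefly luciferase signal divided by Alamar Blue viability fluorescence both relative to DMSO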
Cneo AK release = Cryptococcus neoformans lysis via adenylate kinase release. C. neoformans lysis, adenylate kinase release luminescence, 4 h; normalised: neutral wells 0, clomiphene wells 100. lysis activity, % at 15 µM. 360,000 tested, 0.2% active;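 active means mean lysis activity across replicates of at least 80%, whatever share of replicates individually reach that level; inactive means mean lysis activity below 80%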
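Assay system: log-phase C. neoformans yeast / Quantity: yeast cell density of 5 × 10^6 cells/mL / Medium: fresh YPD growth medium / Compound: single dose / Timing: static 4 h at 37 °C with compound, 1 h detection / Measured by: adenylate kinase release luminescence / Read-out: lysis from increased AK signal / Benchmarks: Clomiphene as positive lysis control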
Starred values were filed as active, the others as inactive; ? = inconclusive; nt = no result given; & = joins results of further samples; [ ] = dose if it differs, or a comment.

SMILES	PAX8 reporter	PGC1a acetyl inh	miR122 inh	LGR2 antag	CASP6 VEID inh	FN deposition inh	EWS-Fli block	Cneo AK release
COC(=O)C1C(c2ccc(OC)cc2)C(C(=O)OC)S(=O)(=O)C(CCN2CCCCC2)S1(=O)=O (stereo unspecified)	13	-2	nt	-1	-13	1	1	nt
O=C(CSc1nnc(CNC(=O)c2ccco2)o1)Nc1cccc(Cl)c1	6	5	-1	-11	4	-3	7	7
O=C(O)c1sccc1Oc1ccc(F)cc1[N+](=O)[O-]	2	1	-4	nt	nt	-6	nt	1
COc1cc(C(=O)Nc2nnc(CC(C)C)s2)c([N+](=O)[O-])cc1OC	7	-4	-1	-3	-1	-8	4	2
COc1ccccc1/C=C/C(=O)c1ccccc1	-83	nt	nt	-58	-6	5	-70	nt
Cc1noc(C)c1NC(=O)N(C)C[C@H]1Oc2ccc(NC(=O)Nc3ccc(F)cc3)cc2C(=O)N([C@@H](C)CO)C[C@H]1C	nt	-3	-5[16.7 µM]	-6	-1	nt	-6	4
CN(/N=C/c1ccc(-c2ccc([N+](=O)[O-])cc2)o1)c1ccccc1	-3	nt	nt	6	1	-13	-19	-1
C[C@@H]1CN([C@@H](C)CO)S(=O)(=O)c2ccc(-c3cncnc3)cc2O[C@H]1CN(C)Cc1cncnc1	-6	3	-4[16.7 µM]	-9	2	nt	17	0
CC(=O)OCn1nnc2ccccc2c1=O	nt	-4	1	14	nt	nt	nt	-1
COc1cc(C(=O)NCCC(=O)N2CCN(C)CC2)cc(OC)c1OC	-6	-7	5	7	2	6	3	0
CC(=O)c1cccc(NC(=S)NC(=O)c2ccc(Br)cc2)c1	nt	?	15	0	nt	-6	nt	3
CCN(CC)CCNC(=O)c1ccc(NC(=O)c2ccc(-n3cncn3)c([N+](=O)[O-])c2)cc1	15	nt	nt	9	-1	nt	1	nt
COC(=O)c1c(NC(=O)c2ccccc2F)sc2c1C(C(=O)OC)CC2 (stereo unspecified)	-15	4	4	-10	0	0	-33	0
COc1cccc(N2[C@@H](CC(=O)O)c3cc(C(F)(F)F)ccc3S2(=O)=O)c1	-8	3	-2	11	14	15	4	3
FC(F)(F)c1cc(-c2ccco2)nc(-n2cnc3ccccc32)n1	nt	8	-6	12	nt	4	nt	1
NCC[C@@H]1CC[C@H](NC(=O)NC2CCCCC2)[C@H](CO)O1	-3	-5	nt	-25	0	-4	-6	2
Cc1ccc(NC(=O)CN(C)C(=O)Nc2ccc(C)cc2)cc1	-41	-7	-1	-17	-2	-4	-70	5
C[C@@H]1CN([C@H](C)CO)C(=O)c2cccc(NC(=O)c3nc4ccccc4s3)c2O[C@@H]1CN(C)S(=O)(=O)c1cccs1	nt	11	-7[16.7 µM]	2	2	5	0	47
C[C@H](CO)N1C[C@H](C)[C@@H](CN(C)S(=O)(=O)c2ccc(Cl)cc2)OCCCC[C@H](C)Oc2ccc(N(C)C)cc2C1=O	43	1	-8[16.7 µM]	6	nt	nt	-2	nt
CC(C)CC(=O)Nc1c2c(nn1-c1ccc(F)cc1)CS(=O)C2 (stereo unspecified)	12	7	7	0	-5	0	nt	6
O=C(CN1CCC(n2nnc3cc(F)ccc32)CC1)N1CCCc2ccccc21	-1	1	-2	nt	nt	2	nt	nt
CCN(CC)S(=O)(=O)c1cccc(NC(=O)c2ccccc2Br)c1	-3	-5	nt	-9	0	-1	0	nt
O=C(CSc1nnc(Cc2ccccc2)c(=O)[nH]1)Nc1ccccc1	-13	nt	-2	7	0	-10	-2	nt
CN(C)CC#Cc1ccc([C@@H]2[C@@H](CO)N3CCCCN(C(=O)C4CC4)C[C@H]23)cc1	-22	-2	-28[16.7 µM]	nt	2	nt	24	0
Cc1nc(N/N=C/c2ccc(O)cc2)c2cnn(-c3ccccc3)c2n1	31	nt	nt	37	-3	3	-2	nt
Cc1ccccc1-c1ccc([C@@H]2[C@H](CO)N3CCCCN(S(=O)(=O)c4ccc(F)cc4)C[C@@H]23)cc1	-34	-13	-9[16.7 µM]	-19	nt	nt	14	3
CN(C)CC(=O)Nc1ccc2c(c1)[C@@H]1C[C@@H](CC(=O)N3CCCCC3)O[C@H](CO)[C@@H]1O2	-4	-3	0[16.7 µM]	9	nt	nt	1	nt
C[C@@H]1CN([C@@H](C)CO)C(=O)CCCn2nncc2CO[C@@H]1CN(C)C(=O)Nc1ccc2c(c1)OCO2	4&-6	10&2&6	-6	-11&1	0&3&-2	-2&-4	0&-10&-10	-1&2&-17
C[C@@H]1CN([C@@H](C)CO)C(=O)c2cc(NC(=O)c3ccncc3)ccc2O[C@@H](C)CCCCO[C@H]1CN(C)S(=O)(=O)c1cn(C)cn1	-9	-11	8[16.7 µM]	11	-1	nt	-6	-1
O=C(Nc1ccccc1F)N1CC2(C1)[C@H](c1ccccc1)[C@H](CO)N2C(=O)CC1CC1	-5	-7	nt	-1	0	nt	0	nt
Fc1ccc(NC(=S)Nc2ccc3nccnc3c2)cc1	-3	nt	nt	-43	15	-6	-84	nt
N#C/C(=C/c1ccc(-c2cccc([N+](=O)[O-])c2)o1)C(=O)Nc1nc(-c2cccs2)cs1	-1	8	nt	-12	-2	7	-9	1
CSc1ncc(Cl)c(C(=O)Nc2ccccc2[N+](=O)[O-])n1	32	8	-2	-4	0	-4	4	-1
C/C=C/c1ccc(C2[C@H]3CNC[C@@H]2N3C(=O)Nc2ccc(C(F)(F)F)cc2)cc1 (stereo partly specified)	-12&16	-3&7	nt	-4&-4	nt	-5&-6	-1&10	nt
Cc1ccc(C(=O)NCCc2nnc3ccc(NCc4ccc5c(c4)OCO5)nn23)cc1	17	nt	nt	8	1	-3	11	0
O=C(O)C[C@@H]1C[C@H]2c3cc(NS(=O)(=O)c4ccc(F)cc4)ccc3O[C@H]2[C@@H](CO)O1	10	7	-5[16.7 µM]	1	-3	nt	-13	24
O=C(CCC(=O)c1ccccc1)NCc1cccc(C(F)(F)F)c1	-15	10	-8	-16	0	-3	1	0
CCN(CC)C(=O)CSc1nc(O)c(Cc2ccccc2)c(=O)n1-c1ccc(C)cc1	8	-1	1	3	0	-4	20	-4
O=C(N[C@@H]1CC[C@@H](CCNS(=O)(=O)Cc2ccccc2)O[C@H]1CO)c1ccccc1F	19	3	-9[16.7 µM]	-4	0	-7	-6	-1
O=C1CSC(c2ccccc2Br)N1c1ccc(Cl)cn1 (stereo unspecified)	4	7	nt	4	-2	-13	4	nt
CC1(C(=O)NCCc2ccccc2)Cc2c(-c3ccc(C(N)=O)cc3)ccnc2O1 (stereo unspecified)	8	2	0	-55	7	nt	7	1
CCC(=O)N1C[C@H](O)COC[C@H]2O[C@H](CC(=O)NC)CC[C@@H]21	-5	-1	3[16.7 µM]	-7	-1	11	0	1
Cc1ccc2c(c1)/C(=C/c1ccccc1)C(=O)N2	-17	-4	8	-10	-2	4	-5	1
COc1ccccc1CNc1nc2cc(-c3ccccc3C)sc2c(=O)n1C	8	10	-5	12	1	4	9	-4
COCCN(C(=O)c1ccc2c(c1)C(=O)N(c1ccccc1Cl)C2=O)c1c(N)n(CC(C)C)c(=O)[nH]c1=O	-4	1	-5	6	-2	7	-4	0
Cc1cc(C)n(C(=O)CCCn2nc(C)c([N+](=O)[O-])c2C)n1	5	5	nt	11	1	nt	-1	nt
O=P(O)(CCc1ccccn1)CN1CCOCC1	nt	9	-5	-13	nt	17	nt	2
CCC(C)c1ccc(OCC(=O)Nc2ccc(Cl)cn2)cc1 (stereo unspecified)	-21	-3	-5	nt	nt	nt	nt	-1
O=C1N=C(O)CN1/N=C/c1ccc(-c2ccc([N+](=O)[O-])cc2)o1	-7	-8	-2	11	-1	-1	-1	1
COc1ccc(C(=O)NC2CCCCCC2)cc1OC1CCN(C(C)=O)CC1	-3	3	1	-2	-1	5	nt	6

(next part)
SMILES	PAX8 reporter	PGC1a acetyl inh	miR122 inh	LGR2 antag	CASP6 VEID inh	FN deposition inh	EWS-Fli block	Cneo AK release
COc1ccccc1-c1ccc(Nc2cccc(C(C)=O)c2)nn1	nt	12	12	-69	2	nt	-63	-1
CC(C)C#Cc1ccc([C@@H]2[C@H](CO)N3CCCCN(C(=O)c4ccc(F)cc4)C[C@@H]23)cc1	9	5	6[16.7 µM]	21	0	nt	2	45
CO[C@@H]1CN(C)C(=O)c2ccc(NC(=O)c3cc(C)on3)cc2OC[C@@H](C)NC[C@H]1C	nt	-4	12[16.7 µM]	9	nt	-8	4	0
COc1ccc(CC2(CO)CCN(Cc3cccnc3)CC2)cc1	-2	7	-3	3	-4	-18	27	2
Cc1ccc(OC(=O)N(C)C[C@@H]2OCc3ccccc3-c3ccccc3C(=O)N([C@@H](C)CO)C[C@H]2C)cc1	nt	-7	nt	16	2	1	6	2
O=C(CCCN1C(=O)S/C(=C/c2ccccc2)C1=S)Nc1ccc(C(=O)O)cc1	nt	-1	0	10	2	-5	1	-2
O=C(C[C@H]1CC[C@H]2[C@@H](COC[C@H](O)CN2C(=O)c2cccnc2)O1)Nc1ccc(-c2ccccc2)cc1	0	7	10[16.7 µM]	0	nt	-17	-1	-4
O=C(C[C@H]1C=C[C@@H](NC(=O)Nc2ccc3c(c2)OCO3)[C@@H](CO)O1)NCc1ccc2c(c1)OCO2	nt	5	nt	-26	-1	nt	0	nt
CCOc1ccccc1NC(=O)COc1coc(CN2CCc3ccccc32)cc1=O	40	nt	nt	17	1	-7	19	nt
CCCCCCSc1ccc(-c2nc3ccccn3c2NCCCC)cc1	-32	-13	7	-4	nt	2	20	-1
COc1ccccc1/C=N/NC(=O)CC(=O)Nc1ccc(Cl)c(Cl)c1	12	-1	-14	nt	nt	-2	nt	5
O=C(NC(=S)Nc1c(Cl)ccc2nsnc12)c1ccccc1F	15	-4	3	-3	-2	-14	-4	1
COC(=O)c1ccccc1S(=O)(=O)NNC(=O)C12CC3CC(CC(C3)C1)C2	20	-7	nt	13	1	0	-1	nt
O=C(NCc1ccccc1C(F)(F)F)C12CN(Cc3ccccc3)CC1C(c1ccc([N+](=O)[O-])cc1)=NO2 (stereo unspecified)	6	-18	2	1	-3	5	2	-1
COc1ccc(/C=C/C(=O)c2cc(F)ccc2OC(=O)c2ccccc2)cc1OC	77*	-26	20	nt	nt	-2	nt	0
Cc1ccc(S(=O)(=O)N2CC3(O)CN(C(=O)OC(C)C)N(C(=O)OC(C)C)CC3(OC(=O)NC3CC3)C2)cc1 (stereo unspecified)	-21	nt	nt	11	2	2	-5	nt
COc1ccc(NC(C)=[N+](C)CCNS(=O)(=O)c2ccc(Cl)cc2)cc1Cl	-4	2	4	2	-4	nt	4	0
O=C(c1ccccc1NS(=O)(=O)c1ccc(F)cc1)N1CCCCC1	-6	nt	7	-5	1	-3	-1	0
Cc1noc(C)c1S(=O)(=O)Nc1ccc2c(c1)C(=O)N([C@@H](C)CO)C[C@H](C)[C@@H](CN(C)S(=O)(=O)c1c(C)noc1C)OCCCC[C@H](C)O2	10	4	2[16.7 µM]	13	1	-1	2	3
O=C(CN1C(=O)COc2ccccc21)N(Cc1ccc2c(c1)OCO2)CC1CCCO1 (stereo unspecified)	nt	7	-5	nt	nt	3	nt	2
